High-throughput results deposited in PubChem by NCI.
Growth percent in the NCI-60 one-dose screen (48 h, 10 µM unless noted): 100 = growth as untreated, 0 = no growth, -100 = all killed.
BT-549 – BT-549 breast cancer. 78,000 tested, 4.4% active. AID 1794793
SR – SR leukemia cells. AID 1794780. 73,000 tested, 8.7% active
T-47D – T-47D breast cancer; 79,000 tested, 5% active; AID 1794792
K-562 – K-562 leukemia; 78,000 tested, 7.4% active
MCF7 – MCF7 breast cancer. 82,000 tested, 6.3% active. AID 1794796
MDA-MB-468 – MDA-MB-468 breast cancer; 78,000 tested, 8.5% active
MDA-MB-231 – MDA-MB-231 breast cancer. 81,000 tested, 5% active. AID 1794789
MOLT-4 – MOLT-4 leukemia cells. AID 1794779. 80,000 tested, 6.9% active
Active calls of the source: *; / = no result given; & = joins results of further samples. The calls were made as follows: active = growth percent below 10; inactive = the rest. Compounds as they come; overall some 13% were active at least once.

Results follow in this order: BT-549	SR	T-47D	K-562	MCF7	MDA-MB-468	MDA-MB-231	MOLT-4
1. O=c1cc(-c2ccccc2)oc2cc(O)ccc12
    97.3	101.8	111.5	100.7	90.2	/	108.7	96.1
2. O=C(Nc1c(Cl)cccc1Cl)OCc1ccc2c(c1)OCO2
    97.0	61.8	91.3	100.7	94.5	102.8	95.4	/
3. COC(=O)CCCNC(=O)C(c1ccc(O)c(O)c1O)N(C(=O)c1cc(O)c(O)c(O)c1)c1ccc(Cl)cc1 (stereo not drawn)
    88.1	99.8	92.3	103.5	92.9	98.7	83.5	104.1
4. Cc1ccc(-c2csc(NC(=O)c3cc(-c4ccccc4)nc4ccc(Cl)cc34)n2)cc1
    115.2	95.5	94.8	82.2	68.0	97.3	94.6	95.6
5. C=CCSc1nnc(-c2ccc3nc(-c4cc(OC)c(OC)c(OC)c4)[nH]c3c2)o1
    159.6	123.5	107.8	97.5	92.9	111.0	103.8	104.5
6. CCOC(=O)C(Cc1cn(C)c2ccccc12)(NC(C)=O)C(=O)OCC
    118.5	/	109.1	103.5	98.8	101.8	98.9	100.0
7. N=C(N)SCc1ccccc1Cl
    125.2	88.9	98.8	95.8	99.3	123.9	108.5	97.2
8. O=C1C(Br)=CC(Br)(Br)C=C1Br
    100.9	100.6	98.2	114.7	90.0	132.9	98.2	102.6
9. CC1(O)CC(CI)OC(c2ccc(Cl)cc2)C1 (stereo not drawn)
    82.9	107.4	95.9	84.9	116.7	/	109.1	100.3
10. COc1ccc(-c2nc(N/N=C/c3c[nH]c4ccccc34)nc(N3CCOCC3)c2C#N)cc1
    97.0	-2.0*	94.9	38.0	80.2	97.8	72.4	55.6
11. N#C/C(=C\c1ccc(-c2ccccc2F)o1)c1nc2ccccc2c(=O)[nH]1
    101.2	90.9	103.1	91.5	84.5	124.4	97.9	96.0
12. N=C(N)Oc1ccc(Cl)cc1
    /	88.0	100.5	92.3	92.5	105.8	106.0	92.6
13. C=C1C(=O)O[C@H]2[C@H]1CC/C(COC(=O)c1ccc3ccccc3c1)=C\CC[C@@]1(C)O[C@@H]21
    -55.2*	-19.4*	-55.2*	/	-36.1*	-57.9*	-62.3*	-14.1*
14. CCN(CC)CCCc1ccccc1
    109.5	96.3	78.4	92.8	92.4	102.5	103.8	88.6
15. CCSc1nc(=S)cc(C)[nH]1
    98.4	45.4	99.1	104.1	92.1	105.2	110.0	95.0
16. COc1cc2cc(Oc3cccc(NC(=O)Nc4cc(C(F)(F)F)cc(C(F)(F)F)c4)c3)c(C)nc2cc1OC
    1.4*	/	7.5*	/	0.6*	-8.1*	-36.1*	/
17. Cc1ccc(S(=O)(=O)n2cc(/C=N/NC(=O)c3ccc(S(N)(=O)=O)cc3)c3ccccc32)cc1
    105.0	64.9	72.1	50.8	62.8	75.5	81.0	91.1
18. CC(=O)O[C@H]1CC[C@]2(C)[C@H]3CC=C4[C@@H]5CC(C)(C)CC[C@]5(C(=O)N5CCN(CCC#N)CC5)CC[C@@]4(C)[C@]3(C)CC[C@H]2C1(C)C
    40.9	13.7	29.0	10.0	11.6	32.2	48.5	19.7
19. Fc1cccc(/C=N/Nc2nc(N/N=C/c3cccc(F)c3)nc(N3CCCCC3)n2)c1
    105.9	68.2	69.4	61.4	73.3	90.8	100.4	59.6
20. COc1cc(OC)c(OC)cc1CNNc1ncnc2ccccc12
    116.0	93.9	95.9	98.3	83.1	105.5	81.2	103.1
21. COc1cc(C(=O)/C=C/c2cn(Cc3ccc(Cl)cc3)c3ccccc23)cc(OC)c1OC
    90.3	55.3	64.8	60.8	32.7	77.5	70.7	59.9
22. CCCCn1c(=O)c(/C=C/c2cc(/C=C/c3cc4cc(C)ccc4n(CCCC)c3=O)[nH]n2)cc2cc(C)ccc21
    99.2	90.2	91.0	93.3	91.2	99.2	107.1	88.6
23. C1=C2CCCCC3=Cc4ccccc4OC23Oc2ccccc21
    97.1	80.9	91.9	58.4	104.7	98.1	96.6	71.2
24. Cc1noc(C)c1-c1ccc2[nH]c(=O)nc(-c3ccccc3)c2c1
    94.8	69.9	77.2	81.3	79.2	83.3	78.2	91.5
25. COc1ccc(/C=C\c2cccc(Cl)c2)cc1
    97.7	97.0	76.6	105.1	75.0	81.6	86.3	102.2
26. CN1C(=O)C2(C(C#N)=C(c3ccccc3)Nc3c2c(-c2ccccc2)nn3-c2ccccc2)c2ccccc21 (stereo not drawn)
    125.0	62.5	74.9	61.0	71.2	79.6	81.1	70.4
27. Nc1o[nH]c(=O)c1Cc1ccccc1
    123.3	110.8	105.0	109.7	99.4	97.4	107.8	101.8
28. Cc1cccc(C(=O)OCCC(C)C)c1
    104.2	92.3	101.8	91.1	101.5	111.9	110.9	99.2
29. C=C(C)C1CCC(C(=O)O)CC1 (stereo not drawn)
    108.3	84.6	108.1	86.1	101.5	/	99.0	80.8
30. CCN1CNC(=O)NC1
    95.8	95.8	104.8	94.6	99.2	105.1	97.8	83.4
31. CCCCCCCCCCCCCCCCCCNC(=O)[C@H]1CSC(c2ccc(F)c(OC)c2)N1 (stereo partly drawn)
    -75.9*	-42.1*	-72.3*	-56.3*	-71.7*	44.1	-83.4*	-14.9*
32. CN(C)CCCNS(=O)(=O)c1ccc(Cl)c([N+](=O)[O-])c1
    112.6	103.9	94.9	105.2	92.9	103.4	107.4	102.8
33. Cn1c(=O)c2nc3c(=O)n(C)c(=O)n(C)c3nc2n(C)c1=O
    100.3	82.5	91.1	/	93.8	92.1	109.4	84.9
34. C=C(C)[C@@H]1CC[C@]2(C(=O)ON)CC[C@]3(C)[C@H](CC[C@@H]4[C@@]5(C)C/C(=C/c6ccc(Br)cc6)C(=O)C(C)(C)[C@@H]5CC[C@]43C)[C@@H]12
    96.9	76.2	49.4	46.3	44.9	73.2	80.6	47.3
35. N#Cc1c(-c2ccccc2)cc(-c2ccc(Nc3nc(Nc4ccc(Cl)cc4)nc(Nc4ccc(Cl)cc4)n3)cc2)nc1N
    -68.1*	-30.8*	-39.5*	32.6	22.0	/	-31.2*	4.7*
36. CCN(CC)CCCNc1nc(SC)nc(-c2cccc([N+](=O)[O-])c2)c1C#N
    92.9	/	87.4	91.5	87.8	110.0	86.6	94.2
37. OC(Cc1cccc(/C=N/N2CCOCC2)n1)(C(F)(F)F)C(F)(F)F
    104.7&99.2	87.3&89.4	89.2&98.3	86.2&91.6	102.8&112.2	99.0&103.9	105.3&100.5	88.6&86.2
38. COc1ccc(C(=O)Cn2cnc3c(Nc4cc(C(=O)Nc5ccc(N6CCN(CCO)CC6)cc5)ccc4C)ncnc32)cc1
    94.9	83.7	91.6	/	87.1	114.1	110.0	90.0
39. CN(CSc1ccccc1)c1ccc(CSc2ccccc2)cc1
    /	138.7	82.7	119.7	96.8	74.5	68.8	115.5
40. Cc1nc2n(n1)C1(C)CCCC(=O)N1c1ccccc1-2 (stereo not drawn)
    98.4	111.8	106.8	101.9	104.2	/	88.0	107.3
41. COc1ccc(-c2cc(C#N)c(/N=C\NNC(=O)c3cccnc3)o2)cc1
    106.3	92.2	106.7	98.6	90.9	114.4	98.7	101.8
42. COc1ccc(/C=C2\COc3ccc(O)cc3C2=O)cc1
    87.8	15.8	87.9	24.0	15.4	85.7	92.8	74.5
43. CC(=O)O[C@H]1CC[C@@]2(C)[C@@H](CC[C@@H]3[C@@H]2CC[C@@]2(C)[C@H]3CC[C@]2(O)C(C)=O)C1
    92.5	91.8	103.3	100.2	105.1	94.1	100.3	97.6
44. CCCCOc1nc2ccc(Cl)cc2cc1/C=C/C(=O)/C=C1/CC(c2cc3cc(Cl)ccc3nc2OCCCC)Nc2ccccc2N1 (stereo not drawn)
    96.6	91.2	83.5	91.7	74.2	102.6	81.0	100.0
45. CC(=O)CC(=O)NC(C)(C)C
    102.4	/	98.8	94.7	96.0	114.9	109.3	99.7

The last two entries of the part above open the next one:
Results follow in this order: BT-549	SR	T-47D	K-562	MCF7	MDA-MB-468	MDA-MB-231	MOLT-4
44. CCCCOc1nc2ccc(Cl)cc2cc1/C=C/C(=O)/C=C1/CC(c2cc3cc(Cl)ccc3nc2OCCCC)Nc2ccccc2N1 (stereo not drawn)
    96.6	91.2	83.5	91.7	74.2	102.6	81.0	100.0
45. CC(=O)CC(=O)NC(C)(C)C
    102.4	/	98.8	94.7	96.0	114.9	109.3	99.7
46. NC(=O)c1cccc(-n2ccc3cc(NC(=O)c4ccccc4)ccc32)n1
    101.8	28.0	81.2	33.5	16.5	100.8	76.5	27.9
47. O=C1OCC2=C1C(c1cccc(F)c1)c1cc3c(cc1N2CCO)CCC3 (stereo not drawn)
    39.5	12.3	52.6	9.4*	19.7	-5.1*	26.9	11.4
48. CCOC(=O)CC1CSC(N/N=C(/C)c2cccc(C(F)(F)F)c2)=N1 (stereo not drawn)
    85.6	99.6	104.1	80.6	90.5	103.7	94.4	95.8
49. Cc1ccc(S(=O)(=O)Nc2ccc(Cl)cc2)cc1
    106.3	/	105.7	97.6	93.7	107.4	86.6	105.2
50. C[C@@]1(O)CCCC[C@H]1O
    105.2	95.8	105.4	106.7	99.9	94.5	106.7	95.1
51. CC/C(C)=N\NC(N)=S
    96.1	91.4	47.8	55.3	12.9	13.4	86.4	60.0
52. [O-][n+]1nc(Cl)ccc1Cl
    105.7	107.3	112.5	101.4	99.6	99.5	95.3	105.1
53. CCOC(=O)COc1c(C)cc(SSc2cc(C)c(OCC(=O)OCC)c(C)c2)cc1C
    /	90.9	91.3	96.2	92.6	108.6	106.9	82.5
54. N#Cc1c(-c2ccccc2)nc2c(c(-c3ccc(Cl)cc3)nn2-c2ccccc2)c1-c1ccc(O)cc1
    118.1	118.4	104.2	102.1	94.4	94.4	100.7	106.5
55. O=c1c2ccccc2nc(N/N=C/c2ccc(N3CCOCC3)cc2)n1-c1ccccc1
    115.1	97.4	101.2	98.3	95.2	101.8	104.0	111.7
56. CCOC(=O)c1ccc(NC(=O)C2(N3C(=O)c4ccccc4C3=O)CCCC2)cc1
    98.9	/	134.8	113.0	99.0	/	101.3	130.7

Part of the list above in order of number of heavy atoms, smallest number first.
Results follow in this order: BT-549	SR	T-47D	K-562	MCF7	MDA-MB-468	MDA-MB-231	MOLT-4
7. N=C(N)SCc1ccccc1Cl
    125.2	88.9	98.8	95.8	99.3	123.9	108.5	97.2
49. Cc1ccc(S(=O)(=O)Nc2ccc(Cl)cc2)cc1
    106.3	/	105.7	97.6	93.7	107.4	86.6	105.2
39. CN(CSc1ccccc1)c1ccc(CSc2ccccc2)cc1
    /	138.7	82.7	119.7	96.8	74.5	68.8	115.5
48. CCOC(=O)CC1CSC(N/N=C(/C)c2cccc(C(F)(F)F)c2)=N1 (stereo not drawn)
    85.6	99.6	104.1	80.6	90.5	103.7	94.4	95.8
47. O=C1OCC2=C1C(c1cccc(F)c1)c1cc3c(cc1N2CCO)CCC3 (stereo not drawn)
    39.5	12.3	52.6	9.4*	19.7	-5.1*	26.9	11.4
53. CCOC(=O)COc1c(C)cc(SSc2cc(C)c(OCC(=O)OCC)c(C)c2)cc1C
    /	90.9	91.3	96.2	92.6	108.6	106.9	82.5
